Compound activity (PubChem)
RAD54 branch: RAD54 (human) branch migration inhibition | AID 602329 | RAD54 Holliday junction branch migration, FAM/BHQ fluorescence | inhibition, % at 10.4 µM | Q92698 | actives 0.14% (n = 360,000);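 active = mean normalized replicate activity at least 40 and at least half of replicates scoring 40 or more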;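 note: 0% = median of neutral control wells and 100% = median of positive control wells; inhibitors cause a drop in the FAM fluorescence signal; in these data hits start at about 50%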
XiGFP reactiv: X-chromosome reactivation activator; XiGFP mouse fibroblasts, % GFP-positive cells imaging, 3 d; cells co-treated with 5-aza-dC sensitizer; scaled so ellipticine positive control = 100%; activation, % at 7.58 µM; actives 0.055% (n = 360,000); AID 743238;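 active = mean normalized replicate activation at least 10% and every replicate at or above 10%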;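 note: 0% = median of on-plate neutral control wells and 100% = ellipticine 6 µM median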
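System: 68-5-11 XiGFP fibroblast line; Timing: 3 days compound exposure; Compound dosing: one concentration, pinned; Benchmarks: positive control ellipticine, 6 µM final; Buffer or medium: DMEM containing 5-aza-dC.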
E-sel inducer: induces E-selectin expression in human endothelial cells; AID 686992; actives 0.37% (n = 260,000); P16581; activation, % at 7.58 µM; HUVEC E-selectin immunofluorescence imaging; normalized: neutral wells 0, TNF-alpha wells 100;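 active = mean E-selectin-positive cell signal at least 10% of the positive control, reached in at least 60% of replicates, without over 20% cell loss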;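 note: in these data hits start at about 27%; measured in HUVEC primary endothelial cells; signal is the percent of cells scored E-selectin positive by PE staining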
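assay system = HUVEC, human umbilical vein endothelial cells | input = 3,000 HUVEC seeded per well | medium = EGM-2 growth medium on 0.1% gelatin-coated wells | dosing = one compound dose added by pin transfer | signal = immunofluorescence imaging | read-out basis = % PE-positive cells | control set = TNF-alpha, DMSO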
esBAF inh: inhibitors of esBAF chromatin remodeling in mouse ES cells; Bmi1-luciferase knock-in reporter, 24 h; 100% = twice the neutral-well signal; actives 2% (n = 350,000); reporter increase, % at 12.5 µM; in the data active = activation above about 40%;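 note: 0% = median of the plate's neutral control wells and 100% = double that signal; a rise in the Bmi1 reporter signal indicates esBAF inhibition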
EWS-Fli inh: EWS/Fli transcriptional activity inhibition. actives 0.67% (n = 350,000). AID 651661. A673 NR0B1-luciferase reporter, viability-normalised. inhibition, % at 12.6 µM;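 active = mean inhibition of at least 50% after viability correction, with every replicate also passing that limit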;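 note: firefly luciferase signal divided by Alamar Blue viability fluorescence both relative to DMSO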
RAD52 anneal inh: blocks human RAD52 DNA annealing | recombinant RAD52 DNA annealing, FRET fluorescence | inhibition, % at 18.7 µM | actives 0.46% (n = 360,000);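 active = every replicate showing at least 50% inhibition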
Target sequence (P43351 whole entry, looked up): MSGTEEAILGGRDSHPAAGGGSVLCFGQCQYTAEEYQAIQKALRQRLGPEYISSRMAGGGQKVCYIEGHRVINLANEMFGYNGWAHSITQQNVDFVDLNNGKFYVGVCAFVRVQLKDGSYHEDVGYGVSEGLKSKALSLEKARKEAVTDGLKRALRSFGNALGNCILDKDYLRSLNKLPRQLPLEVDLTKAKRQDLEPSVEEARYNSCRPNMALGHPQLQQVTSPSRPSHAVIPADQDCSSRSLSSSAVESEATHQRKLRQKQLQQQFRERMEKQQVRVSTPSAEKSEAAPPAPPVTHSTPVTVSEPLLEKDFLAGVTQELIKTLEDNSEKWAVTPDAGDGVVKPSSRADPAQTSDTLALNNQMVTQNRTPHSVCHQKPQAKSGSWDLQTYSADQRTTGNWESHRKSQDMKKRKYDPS
FN deposition inh: fibronectin deposition inhibition; AH1F fibroblasts, Alexa488-fibronectin deposition fluorescence, overnight; inhibition, % at 12.6 µM; actives 0.086% (n = 350,000); AID 743247;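 active = mean inhibition across replicates of 30% or more, regardless of how many single replicates reach that level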;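 note: positive control wells lacked labelled fibronectin entirely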
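Material: AH1F fibroblast monolayer depositing Alexa488-labelled fibronectin into matrix / Amount: 10000 AH1F cells per well / Signal: fluorescence 485/525 nm / Medium: DMEM, 2% serum / Compound: single dose, pinned / Incubation: 1 h cell adhesion before compound, then overnight fibronectin incubation / Reagent: Alexa488-FN, 24 nM final / Read-out: inhibition of fibronectin deposition signal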
S100A4 inh HTS: S100A4-myosin IIA interaction inhibition. P26447. S100A4/TAMRA-MyoIIA peptide fluorescence polarization. inhibition, % at 10.7 µM. actives 0.14% (n = 360,000). AID 652163;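 active = mean inhibition of at least 70% across replicates, with every replicate also reaching that level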
Target sequence (P26447 whole entry, looked up): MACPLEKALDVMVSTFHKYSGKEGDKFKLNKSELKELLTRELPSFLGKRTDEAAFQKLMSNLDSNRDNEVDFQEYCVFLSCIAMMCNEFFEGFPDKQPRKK
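Material: human S100A4 monomer with TAMRA-labelled myosin IIA peptide; buffer or medium: HEPES pH 7.2 with CaCl2, KCl, NaCl, DTT, Triton; compound dosing: one concentration per compound; schedule: 5 min incubation before reading; benchmarks: neutral control DMSO, positive control TFP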
* = called active by the depositor; i = inactive; . = no result given; & = joins results of further samples.

(1) CC1=C(C(=O)N(C(C)C)C(C)C)CC(CC(=O)NCc2cccs2)C(=O)N1Cc1ccc(F)cc1 (stereo unspecified)
(2) C[C@H]1CCCCO[C@H](CN(C)CC2CCCCC2)[C@@H](C)CN([C@@H](C)CO)C(=O)c2cc(NC(=O)Nc3ccc4c(c3)OCO4)ccc2O1
(3) Clc1cccc(CNCCCSc2ncccn2)c1Cl
(4) CO[C@H]1CN(C)C(=O)c2cc(NC(=O)C3CC3)ccc2OC[C@H](C)N(CCC(F)(F)F)C[C@H]1C
(5) COc1ccc(C(=O)NCCc2ccc(C)cc2)cc1OC1CCN(C(C)=O)CC1
(6) C[C@@H]1CN([C@@H](C)CO)C(=O)c2cccc(NC(=O)Nc3ccc(C(F)(F)F)cc3)c2O[C@@H]1CN(C)Cc1ccc(-c2ccccc2)cc1
(7) COc1ccc(S(=O)(=O)N(C)C[C@H]2Oc3ccc(NC(=O)CCCCCC(=O)Nc4ccccc4N)cc3C(=O)N([C@@H](C)CO)C[C@@H]2C)cc1
(8) COc1ccc(NC(=O)Nc2ccc3c(c2)C(=O)N([C@@H](C)CO)C[C@@H](C)[C@@H](CN(C)S(=O)(=O)c2cn(C)cn2)O3)cc1

Assay by compound,1,2,3,4,5,6,7,8
EWS-Fli inh,9,4,-12,2,-1,-49,2,-8&0
XiGFP reactiv,0.3,0.0,0.0,0.1,0.0,0.1,-0.2,-0.2&-0.1
RAD52 anneal inh,0,4,0,1,-11,-26,-50,5&10
E-sel inducer,0.1,0.2,.,0.6,-0.2,-0.1,0.0,0.2&-1.8
FN deposition inh,-2,.,-13,1,.,.,-12,3
S100A4 inh HTS,-3,13,-10,-2,0,2,-55,-55&-4
esBAF inh,-1,3,-7,6,5,0,.,0&-6
RAD54 branch,0,4,-8,1,-15,-3,.,2&2

(9) CC1=CC(=O)N(c2ccn(C)n2)C1=O
(10) CCOC(=O)C(=O)NNc1cccc(C)c1C
(11) O=S(=O)(NCCN1CCOCC1)c1ccc(-c2ccc(S(=O)(=O)NCCN3CCOCC3)cc2)cc1
(12) CC1CCCC(NC(=O)C2N(CCCN3CCCC3)C(=O)C3C(C(=O)Nc4ccc(Cl)cc4)C4C=CC32O4)C1C (stereo unspecified)
(13) CN(CCO)C1=CC(=O)CC(C)(C)C1
(14) COc1ccc(C(=O)N/C(=C\c2cc(OC)c(OC)cc2[N+](=O)[O-])C(=O)NCC(=O)O)cc1
(15) CCn1c(C)c(C(=O)c2ccccc2)c(C#N)c1C(=O)O
(16) CCCNC(=O)N1[C@@H](CO)[C@H](c2ccccc2)[C@@H]1CNC(=O)c1ccccc1

Assay by compound,9,10,11,12,13,14,15,16
EWS-Fli inh,8,-5,11,19,.,6,12,1
XiGFP reactiv,0.3,0.0,-0.1,0.0,.,0.3,0.2,0.1
RAD52 anneal inh,-1,6,-2,-3,.,-1,-3,0
E-sel inducer,.,.,-0.1,0.2,2.0,4.1,.,7.7
FN deposition inh,0,20,0,-6,-1,-6,11,.
S100A4 inh HTS,-1,1,0,-2,.,-2,-2,0
esBAF inh,.,1,3,-10,-3,.,32,2
RAD54 branch,.,1,9,6,4,.,5,4

(17) C[C@H]1CCCCO[C@@H](CN(C)S(=O)(=O)c2cccs2)[C@@H](C)CN([C@@H](C)CO)C(=O)c2cc(NC(=O)Nc3ccc(C(F)(F)F)cc3)ccc2O1
(18) CCCOC(=O)c1ccc(NC(=O)CSC2=Nc3ccccc3C3CC=NN23)cc1 (stereo unspecified)
(19) COCC(=O)N1CC(=O)N2[C@H](CO)[C@H](c3ccc(-c4ccncc4)cc3)[C@@H]2C1
(20) COCC(=O)Nc1ccc2c(c1)OC[C@H](C)N(C(=O)CC1CC1)C[C@H](C)[C@@H](OC)CN(C)C2=O
(21) C[C@@H]1CN([C@@H](C)CO)C(=O)c2cc(NC(=O)CCC(F)(F)F)ccc2O[C@H]1CN(C)S(=O)(=O)c1ccccc1
(22) C[C@@H]1CN([C@@H](C)CO)C(=O)c2cc(C3=CCCCC3)cnc2O[C@H]1CN(C)C(=O)Cc1cccnc1
(23) Cc1noc(C)c1S(=O)(=O)Nc1ccc2c(c1)CC(=O)N([C@H](C)CO)C[C@H](C)[C@@H](CN(C)S(=O)(=O)c1c(C)noc1C)O2
(24) O=C(COC(=O)CNC(=O)c1ccccc1)Nc1nnc(-c2ccccc2)o1

Assay by compound,17,18,19,20,21,22,23,24
EWS-Fli inh,2,.,-7,-4,1,4,15,-1
XiGFP reactiv,-0.1,.,0.0,0.1,-0.9,-1.4,0.0,0.1
RAD52 anneal inh,-131,-8,-4,2,-1,4,-3,-8
E-sel inducer,0.6,.,0.1,0.7,0.5,0.1,-0.3,.
FN deposition inh,.,-6,10,.,.,-4,.,7
S100A4 inh HTS,-12,-1,19,-4,1,14,4,-5
esBAF inh,0,-6,.,.,-3,-5,3,-7
RAD54 branch,5,3,.,.,-6,-4,1,2

(25) Cc1ccn2c(=O)c(C(=O)O)cnc2c1
(26) Cc1cccc(NC2=NCC(=O)N2Cc2cccs2)c1
(27) COCCCNC(=O)[C@@]1(Cc2ccccc2CN=[N+]=[N-])COC(c2ccc(OCCCO)cc2)=N1
(28) O=C(c1ccccc1F)N1CC[C@@H]2[C@H]1c1cc(C#Cc3ccccc3)ccc1N[C@@H]2CO
(29) CN(c1ccccc1)S(=O)(=O)c1cccc(NC(=O)CN2C(=O)NC3(CCCC3)C2=O)c1
(30) CC(/C=N/NC(=O)c1cccs1)=C\c1ccco1
(31) C[C@@H]1CN([C@H](C)CO)C(=O)c2cc(NC(=O)Nc3ccc(F)cc3)ccc2O[C@H]1CN(C)Cc1ccc(-c2ccccc2)cc1
(32) COc1ccc(NC(=O)C2=CCN(S(=O)(=O)c3ccccc3)CC2)cc1OC

Assay by compound,25,26,27,28,29,30,31,32
EWS-Fli inh,1,0,9,2,1,-99,11,0
XiGFP reactiv,0.0,0.1,.,0.0,0.1,0.0,-1.3,-0.1
RAD52 anneal inh,3,-50,6,.,-13,-22,22,-6
E-sel inducer,.,.,.,0.7,-1.6,0.0,3.8,.
FN deposition inh,-3,2,.,-3,4,-4,-6,-1
S100A4 inh HTS,-9,3,0,.,-3,-3,-8,-5
esBAF inh,-1,.,.,-2,-7,98*,-2,.
RAD54 branch,-3,.,-4,9,-5,3,32,.

Values by screen from the entries so far.
Compounds 25–32 in FN deposition inh: -3, 2, ., -3, 4, -4, -6, -1
Compounds 25–32 in RAD52 anneal inh: 3, -50, 6, ., -13, -22, 22, -6

Continuation:
(33) COCCNC(=O)C[C@@H]1C[C@@H]2c3cc(NC(=O)COC)ccc3O[C@@H]2[C@@H](CO)O1
(34) CC(Sc1nnc(N)s1)C(=O)NCc1ccc2c(c1)OCO2 (stereo unspecified)
(35) Cc1ccc(C)c(S(=O)(=O)N2CCN(C(=O)CSC(=S)N3CCCC3)CC2)c1
(36) Cc1ccc(NC(=O)C2CCN(S(=O)(=O)c3ccc4c(c3)NC(=O)C(C)S4)CC2)c(Cl)c1 (stereo unspecified)
(37) CCOc1ccc(S(=O)(=O)N2CCOCC2)c2ccccc12
(38) CCn1cc(CN2CCN(Cc3cccc(OC)c3)C(CCO)C2)c(C)n1 (stereo unspecified)
(39) Cc1nc(CC(=O)NNS(=O)(=O)c2cccc(Cl)c2Cl)cs1
(40) COc1ccc(NC(=O)C2C3C=CC4(O3)C2C(=O)N(CCCN2CCCC(C)C2)C4C(=O)NC2CCCCC2)cc1 (stereo unspecified)

Assay by compound,33,34,35,36,37,38,39,40
EWS-Fli inh,-6,5,15,.,9,12,-7,9
XiGFP reactiv,0.2,0.8,0.0,0.2,0.1,0.2,0.0,0.3
RAD52 anneal inh,-7,0,-5,i,-9,-7,-9,-17
E-sel inducer,0.2,.,.,.,.,1.7,-0.1,.
FN deposition inh,-15,-10,4,-7,-1,3,-5,4
S100A4 inh HTS,-3,1,-1,-30,37,1,-8,17
esBAF inh,3,4,.,-7,-3,.,-4,-7
RAD54 branch,-3,0,.,-2,13,.,-1,2

Not a retest: entries from further up.
(33) COCCNC(=O)C[C@@H]1C[C@@H]2c3cc(NC(=O)COC)ccc3O[C@@H]2[C@@H](CO)O1
(34) CC(Sc1nnc(N)s1)C(=O)NCc1ccc2c(c1)OCO2 (stereo unspecified)

Assay by compound,33,34
EWS-Fli inh,-6,5
XiGFP reactiv,0.2,0.8
RAD52 anneal inh,-7,0
E-sel inducer,0.2,.
FN deposition inh,-15,-10
S100A4 inh HTS,-3,1
esBAF inh,3,4
RAD54 branch,-3,0

Continuation.
(41) COc1ccccc1C(=O)NCCC(=O)Nc1ccc(C)cn1
(42) COc1cc(NC(=O)Cn2ncc3c2-c2ccccc2OC3)cc(OC)c1OC
(43) CCCNC(=O)N1C[C@H]2[C@@H](c3ccccc31)[C@H](CO)N2C(=O)c1ccncc1
(44) Cc1ccc(S(=O)(=O)N(C)C)cc1NC(=O)COC(=O)Cc1cccs1
(45) Cc1ccc(NS(=O)(=O)c2ccc(Cl)s2)nc1
(46) CCOC(=O)C1=C(COC(=O)C(CC)Oc2ccccc2)NC(=O)NC1C (stereo unspecified)
(47) Cc1ccn2c(=O)nc(SCC(=O)Nc3ccc4c(c3)OCCO4)nc2c1
(48) O=C(COC(=O)c1cc([N+](=O)[O-])ccc1NCCO)c1ccc(Cl)cc1

Assay by compound,41,42,43,44,45,46,47,48
EWS-Fli inh,-20,5,4,-8,-5,-9,-3,-1
XiGFP reactiv,0.0,0.1,0.4,-0.1,0.0,0.0,0.1,0.2
RAD52 anneal inh,-18,14,-5,-3,-7,-8,-12,-15
E-sel inducer,-1.2,0.1,1.1,0.6,-0.3,.,.,.
FN deposition inh,-2,1,.,-1,.,11,9,1
S100A4 inh HTS,-6,-6,27,-5,-2,-3,-6,-1
esBAF inh,-11,8,-2,4,.,.,.,.
RAD54 branch,-10,2,1,-13,0,.,15,.

2 records picked at random from those above, as already listed:
(44) Cc1ccc(S(=O)(=O)N(C)C)cc1NC(=O)COC(=O)Cc1cccs1
(32) COc1ccc(NC(=O)C2=CCN(S(=O)(=O)c3ccccc3)CC2)cc1OC

Assay by compound,44,32
EWS-Fli inh,-8,0
XiGFP reactiv,-0.1,-0.1
RAD52 anneal inh,-3,-6
E-sel inducer,0.6,.
FN deposition inh,-1,-1
S100A4 inh HTS,-5,-5
esBAF inh,4,.
RAD54 branch,-13,.

The listing continues:
(49) O=C(NCC1CCCCC1)[C@@H]1[C@@H](CO)[C@@H]2Cn3c(cccc3=O)[C@H]1N2C(=O)c1ccncc1
(50) O=C1CC2CCCN2C=C1I (stereo unspecified)
(51) COc1ccccc1C#Cc1ccc([C@H]2[C@@H](CO)N(C(=O)C3CCCC3)[C@H]2C#N)cc1
(52) Cc1cccc(C(=O)NCC(=O)Nc2ccc(S(=O)(=O)Nc3nc(C)cc(C)n3)cc2)c1

Assay by compound,49,50,51,52
EWS-Fli inh,2,-13,2,-8
XiGFP reactiv,0.1,0.0,0.1,0.0
RAD52 anneal inh,2,-299,-26,-4
E-sel inducer,-0.2,.,0.5,-1.8
FN deposition inh,-3,-1,-3,-2
S100A4 inh HTS,0,17,9,1
esBAF inh,3,20,.,.
RAD54 branch,-12,-7,.,.
